UBC9 SUMO inh: SUMOylation inhibition | HTRF SUMOylation assay, SAE1/SAE2 + UBC9, in vitro | inhibition, % at 35 µM | actives 0.36% (n = 290,000) | AID 2006; in the data active means inhibition above about 50%, passing the limit was not always enough; further: strong numbers were not always called active
MEKK2 WT-MEK5: raises or lowers MEK5 binding to wildtype human MEKK2 PB1 domain; Q9Y2U5; bead flow cytometry, Alexa488-MEK5 binding to MEKK2 WT; actives lie on both sides; actives 1.1% (n = 290,000); binding response (% of control), % at 10 µM; in the data active means binding response below about 67% or above about 130%
CRFR2-BP ag: agonists of human CRF-binding protein/CRF-R2 receptor complex; HEK293 CRF-R2/CRF-BP, calcium dye fluorescence (FLIPR); percent of saturating CRF peptide response; activation, % at 13.2 µM; actives 0.46% (n = 350,000);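 active means activation of at least 50%, plus an integration ratio under a set limit after plate pattern correction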;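 further: plate controls were neutral control wells without compound for no effect and CRF at EC100 for full effect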
GalR3 antag: antagonists of human GalR3; O60755; HEK293 GalR3-CNG cAMP membrane potential fluorescence; galR3 body fused to GalR1 C-terminus; AID 651719; actives 0.44% (n = 360,000); inhibition, % at 3 µM;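 active means inhibition above the screen-wide average plus 3 SD, cut at about 13% in these data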;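 further: forskolin and galanin both at EC90 stimulate the cells; cAMP rise reported by CNG channel membrane potential dye signal; 0% = forskolin plus galanin with DMSO and 100% = forskolin alone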
Target sequence (O60755 1-299 limits assumed): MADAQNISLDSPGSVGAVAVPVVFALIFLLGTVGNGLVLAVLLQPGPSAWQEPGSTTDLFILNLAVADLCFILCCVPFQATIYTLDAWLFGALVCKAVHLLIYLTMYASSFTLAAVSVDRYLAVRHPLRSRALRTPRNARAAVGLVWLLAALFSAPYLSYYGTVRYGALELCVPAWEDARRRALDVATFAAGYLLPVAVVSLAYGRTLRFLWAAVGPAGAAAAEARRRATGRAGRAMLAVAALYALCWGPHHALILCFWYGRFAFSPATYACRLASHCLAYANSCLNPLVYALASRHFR
MEKK3 PB1 HTS: raises or lowers MEK5 binding to the human MEKK3 PB1 domain. binding response (% of control), % at 10 µM. actives 1.4% (n = 290,000). bead-based flow cytometry, Alexa488-MEK5 binding to MEKK3; actives lie on both sides; 0 = blocked by unlabeled MEK5, 100 = vehicle;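 active means binding response more than 3 SD above or below the average of its plate-row segment, actives on both sides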;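 further: Alexa488 bead fluorescence after subtracting the streptavidin-only scavenger bead signal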
Target sequence (Q99759 whole entry, looked up, the tested form may be a part): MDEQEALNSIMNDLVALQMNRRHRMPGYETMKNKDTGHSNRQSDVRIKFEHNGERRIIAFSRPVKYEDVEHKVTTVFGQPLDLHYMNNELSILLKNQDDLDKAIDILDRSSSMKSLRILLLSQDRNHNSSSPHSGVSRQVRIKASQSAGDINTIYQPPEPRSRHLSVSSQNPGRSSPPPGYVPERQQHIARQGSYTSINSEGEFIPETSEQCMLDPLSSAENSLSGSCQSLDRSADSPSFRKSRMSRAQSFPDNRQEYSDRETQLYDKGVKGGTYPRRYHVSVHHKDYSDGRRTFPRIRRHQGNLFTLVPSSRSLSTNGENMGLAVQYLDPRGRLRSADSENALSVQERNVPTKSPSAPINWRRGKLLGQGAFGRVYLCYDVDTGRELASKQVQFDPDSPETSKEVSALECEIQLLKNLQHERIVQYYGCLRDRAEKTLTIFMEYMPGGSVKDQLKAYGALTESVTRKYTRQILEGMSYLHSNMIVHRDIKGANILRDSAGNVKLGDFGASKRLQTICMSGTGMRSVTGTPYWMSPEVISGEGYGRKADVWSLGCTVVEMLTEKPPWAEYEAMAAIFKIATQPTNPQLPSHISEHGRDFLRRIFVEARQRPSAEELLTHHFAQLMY
CRFR2-BP antag: CRF-BP/CRF-R2 complex antagonism | HEK293 CRF-R2/CRF-BP, CRF-induced calcium fluorescence | inhibition, % at 11.8 µM | actives 0.59% (n = 350,000);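 active means inhibition of the ligand-induced calcium signal above about 50% at the single tested concentration, limit read from the data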
FID counter: fluorescent intercalator displacement, NS3 helicase counter-screen. AID 1845. inhibition, % at 7.9 µM. actives 0.17% (n = 290,000). DNA fluorescent intercalator displacement, fluorescence; in the data active means inhibition above about 37%;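 further: 0% = vehicle and 100% = reference compound; higher means more ethidium bromide displaced from hairpin DNA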
MEKK2mut PB1 HTS: signal of MEK5 binding to mutant human MEKK2 PB1 domain | bead flow cytometry, Alexa488-MEK5 binding to MEKK2 mutant | percent response, % at 10 µM | actives 0.35% (n = 290,000) | AID 1530; in the data active means percent response above about 24%, passing the limit was not always enough; further: inactives centre near 1; some results filed as inactive read as strong as hits
HCV NS3 hel inh: HCV NS3 helicase inhibition | NS3 helicase DNA unwinding, Cy5 molecular beacon fluorescence | inhibition, % at 10.9 µM | actives 0.56% (n = 290,000) | AID 1800;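 active means inhibition above the mean of all tested compounds plus 3 SD, set per campaign, cut at about 35% in these data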;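 further: 0% = DMSO wells and 100% = thioflavine S control wells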
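Control set: DMSO versus 110 µM thioflavine S; Material: NS3 helicase fragment of HCV; Measured by: Cy5 fluorescence at 0 and 60 min, beacon hairpin quenching; Read-out basis: percent inhibition from t60/t0 fluorescence ratio; Times: reaction time 60 min, 25 °C; Repeats: single replicate; Compound dosing: single dose, 10.9 µM nominal final, DMSO 0.8% final.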
* marks the source's active call; other numbers are inactive results; . = not tested or not shown; [ ] = dose if it differs, or a comment.

SMILES | UBC9 SUMO inh | MEKK2 WT-MEK5 | CRFR2-BP ag | GalR3 antag | MEKK3 PB1 HTS | CRFR2-BP antag | FID counter | MEKK2mut PB1 HTS | HCV NS3 hel inh
COC(=O)CSc1nc(NCC(C)C)nc(N2CCOCC2)n1 | 10 | 109 | 2.8 | -2 | 109 | -31 | -26 | 7 | 21
Clc1cccc2sc(N3CCCCC3)nc12 | -1 | 102 | 0.1 | -3 | 101 | -6 | -1 | 3 | -1
COc1ccc(NC2CCCN(C(=O)c3oc(C)cc3C)C2)cc1OC (centres undefined) | -8 | 99 | -1.4 | 0 | 102 | -3 | -19 | 17 | 9
CC(C)(C)c1ccc(C(=O)NC2CCN(Cc3ccccc3)CC2)cc1 | 12 | 109 | 11 | -7 | 99 | -11 | 4 | 6 | -18
COc1ccc(OC(=O)/C=C/c2ccc([N+](=O)[O-])cc2)cc1 | 17 | 107 | -0.4 | -10 | 107 | -7 | -2 | 11 | 12
CC(C)C(=O)Nc1cccc(NC(=O)c2cccnc2)c1 | 0 | 99 | -1.1 | 3 | 101 | 33 | 1 | 1 | -2
Cc1ccc(-c2c(C(=O)NCc3ccccc3)oc(=O)c3ccccc23)cc1 | -6 | 95 | -0.3 | -2 | 94 | -3 | -1 | -2 | 16
O=C(/C=C/c1ccccc1)c1ccccc1 | -9 | 97 | 0.7 | -3 | 95 | 2 | -1 | 2 | -8
Cc1cc(O)c(/C=N/Nc2ccc(Cl)cc2)c(=O)o1 | -14 | 111 | -0.6 | 2 | 108 | -7 | -5 | 10 | 10
Cc1ccc(S(=O)(=O)Nc2cccc3ncccc23)s1 | -48 | -1.0*[inhibitor] | -1.5 | . | 1.0*[inhibitor] | 7 | -7 | -9 | 2
Cc1ccc(NC(=S)NC(=O)C2CCC2)cc1C | 12 | 107 | 1.0 | -2 | 106 | -9 | -22 | 9 | 6
NC(=O)Cn1c(O)c(N=NC(=O)CNC(=O)/C=C/c2ccccc2)c2ccccc21 | -4 | 105 | -0.2 | 0 | 101 | 0 | -25 | 4 | -11
COc1ccc(CNC(=O)/C=C/C(=O)O)cc1 | -12 | 104 | -0.7 | 1 | 107 | -6 | -3 | 4 | -3
C=CCOc1nc(-c2ccncc2)nc2ccccc12 | 6 | 98 | 0.1 | -5 | 99 | -7 | -20 | -3 | 2
Cc1ccccc1OCc1nc2ccc(S(=O)(=O)N3CCOCC3)cc2[nH]1 | -11 | 95 | 1.4 | -5 | 93 | -31 | -8 | -4 | -6
Cc1cc(S(=O)(=O)N2CCOCC2)ccc1OCC(=O)N1CCCCC1 | 19 | 105 | 47 | -11 | 102 | -27 | -14 | 0 | -16
COc1ccc(S(=O)(=O)Nc2ccc(Oc3ncccn3)c(Cl)c2)cc1 | 8 | 103 | 0.1 | -4 | 101 | 1 | -8 | 2 | -10
O=C(CSc1nc2ccccc2c(=O)n1CC1CCCO1)N1CCN(c2ccccc2)CC1 (centres undefined) | . | 103 | -0.8 | -2 | 105 | -26 | -22 | 8 | 2
NNC(=O)C1CCCN1S(=O)(=O)c1ccc(Cl)cc1 (centres undefined) | -2 | 88 | -0.7 | -2 | 105 | -8 | -6 | -9 | -2
CN(C)/C=C/C(=O)c1cnc(-c2ccc(Cl)cc2)s1 | 7 | 96 | -0.4 | -4 | 105 | -4 | 1 | -1 | 8
Cc1ccc(NS(=O)(=O)c2cccc(C(=O)NN3CCOCC3)c2)cc1 | 14 | 99 | . | -8 | 100 | . | -1 | 3 | 3
CCOc1ccc(NC(=O)CCS(=O)(=O)c2cccc3nsnc23)cc1 | -12 | 105 | 3.9 | -1 | 107 | 3 | 0 | 6 | -7
COc1ccc(C(=O)CSc2nnc(-c3ccc(C)cc3)o2)cc1 | 3 | 103 | -1.1 | -4 | 102 | -4 | 1 | 2 | 1
CC(C)[C@H](NC(=O)C1CCN(S(=O)(=O)c2ccccc2)CC1)C(=O)NCc1ccco1 | -12 | 99 | 0.2 | 4 | 102 | -12 | -28 | 1 | 5
Cc1ccc(OCC(=O)Nc2ccc3c(c2)OC(F)(F)O3)c([N+](=O)[O-])n1 | 0 | 103 | -0.2 | -6 | 122 | -8 | 2 | 0 | -2
COc1ccc(C(=O)NC(=S)Nc2ccc(Cl)c(C(=O)O)c2)cc1 | 24 | 93 | 11 | -4 | 100 | -6 | -13 | -5 | 13
COc1ccccc1N(CC(O)CN1CCC(C)CC1)S(=O)(=O)c1ccccc1 (centres undefined) | -5 | 101 | -1.1 | 3 | 98 | 8 | 2 | 2 | 6
Oc1ccc(C2Nc3cccc4cccc(c34)N2)c(O)c1 | 52 | 98 | -1.3 | 0 | 103 | 4 | 0 | 6 | 6
Cc1cccc(OCc2nnc(SC(C)C(=O)O)n2-c2ccccc2)c1 (centres undefined) | -2 | 110 | -2.0 | -9 | 105 | 10 | -36 | 6 | -3
COc1ccc(Cn2c(C(C)C)nc3sc4ccccc4c(=O)c3c2=O)cc1 | 5 | 90 | 0.1 | 0 | 88 | -6 | -3 | -17 | -13
O=C(CN1CCc2ccccc2C1)c1cccs1 | 14 | 96 | 2.7 | -3 | 100 | 4 | 4 | 2 | -6
CCC(C)[C@H](NC(=O)[C@@H]1Cc2ccccc2CN1)C(=O)NCc1ccc(OC)cc1 (some centres undefined) | 11 | 101 | -0.5 | 4 | 102 | 8 | -1 | 2 | -19
O=C1CC(=O)Nc2cc(S(=O)(=O)N3CCOc4ccc(Cl)cc43)ccc2N1 | 1 | 103 | -0.3 | -3 | 105 | 2 | -14 | 3 | -3
CCN(CC)C(=O)NC1CC2CCCC(C1)N2Cc1ccccc1 (centres undefined) | -22 | 106 | -1.4 | -3 | 103 | -3 | 3 | 1 | 6
CCOC(=O)Cc1csc(SC(C)C(=O)NCC(=O)Nc2ccc(F)c(F)c2F)n1 (centres undefined) | 9 | 101 | 0.9 | -3 | 98 | -4 | -22 | 2 | -1
Cc1ccc(C(=O)N/C(=C/c2ccco2)C(=O)NCC2CCCO2)cc1 (centres undefined) | 28 | 101 | 0.2 | -10 | 102 | -2 | -6 | 3 | 8
CCOc1ccc(N(CC)S(=O)(=O)c2cccc3nsnc23)cc1 | 2 | 102 | 0.1 | -7 | 102 | 8 | -22 | 2 | 24
CC1(c2nnc(Cc3ccccc3)o2)CC(c2ccccc2)=NO1 (centres undefined) | . | 102 | 0.1 | 0 | 104 | -4 | . | 2 | .
O=C(COc1cc2oc(=O)cc(-c3ccccc3)c2cc1Cl)NC(Cc1c[nH]c2ccc(O)cc12)C(=O)O (centres undefined) | 23 | 104 | -1.0 | 2 | 106 | 7 | -15 | 5 | 6
O=C1CCN(Cc2nc(-c3ccc(Cl)cc3)no2)CCN1 | 16 | 109 | -0.9 | -2 | 102 | 5 | -3 | 7 | 5

Reformatted with tabs: 10 of the compounds above
SMILES	UBC9 SUMO inh	MEKK2 WT-MEK5	CRFR2-BP ag	GalR3 antag	MEKK3 PB1 HTS	CRFR2-BP antag	FID counter	MEKK2mut PB1 HTS	HCV NS3 hel inh
C=CCOc1nc(-c2ccncc2)nc2ccccc12	6	98	0.1	-5	99	-7	-20	-3	2
Cc1ccccc1OCc1nc2ccc(S(=O)(=O)N3CCOCC3)cc2[nH]1	-11	95	1.4	-5	93	-31	-8	-4	-6
Cc1cc(S(=O)(=O)N2CCOCC2)ccc1OCC(=O)N1CCCCC1	19	105	47	-11	102	-27	-14	0	-16
COc1ccc(S(=O)(=O)Nc2ccc(Oc3ncccn3)c(Cl)c2)cc1	8	103	0.1	-4	101	1	-8	2	-10
O=C(CSc1nc2ccccc2c(=O)n1CC1CCCO1)N1CCN(c2ccccc2)CC1 (centres undefined)	.	103	-0.8	-2	105	-26	-22	8	2
NNC(=O)C1CCCN1S(=O)(=O)c1ccc(Cl)cc1 (centres undefined)	-2	88	-0.7	-2	105	-8	-6	-9	-2
CN(C)/C=C/C(=O)c1cnc(-c2ccc(Cl)cc2)s1	7	96	-0.4	-4	105	-4	1	-1	8
Cc1ccc(NS(=O)(=O)c2cccc(C(=O)NN3CCOCC3)c2)cc1	14	99	.	-8	100	.	-1	3	3
CCOc1ccc(NC(=O)CCS(=O)(=O)c2cccc3nsnc23)cc1	-12	105	3.9	-1	107	3	0	6	-7
COc1ccc(C(=O)CSc2nnc(-c3ccc(C)cc3)o2)cc1	3	103	-1.1	-4	102	-4	1	2	1

Later entries
SMILES | UBC9 SUMO inh | MEKK2 WT-MEK5 | CRFR2-BP ag | GalR3 antag | MEKK3 PB1 HTS | CRFR2-BP antag | FID counter | MEKK2mut PB1 HTS | HCV NS3 hel inh
COc1cccc(CC(NC(C)=O)C(=O)NC2CCN(c3ncccc3[N+](=O)[O-])CC2)c1 (centres undefined) | 4 | 95 | . | 1 | 98 | . | -1 | -2 | 8
CC1CCN(c2nnc(N3CCC(C)CC3)c3ccccc23)CC1 | -2 | 96 | 2.1 | 4 | 98 | -11 | -1 | -9 | 3
CN(c1ccccc1C(N)=O)S(=O)(=O)c1ccccc1 | 9 | 103 | 3.1 | 2 | 106 | 6 | 1 | 5 | -3
Cn1c(CCc2ccccc2)nnc1SCC(N)=O | -6 | 106 | 0.3 | -9 | 102 | 2 | 1 | 3 | 2
COc1ccc(C2CC(c3ccccc3)=NN2C(=O)CSc2ncn[nH]2)cc1 (centres undefined) | 17 | 89 | 4.0 | 0 | 95 | -12 | -22 | -4 | -5
Cc1cc(C)n(-c2ccc(Cl)c(C(=O)OCC(=O)N3CCCCC3C)n2)n1 (centres undefined) | 0 | 102 | -2.8 | 2 | 105 | 21 | . | 1 | .
COc1ccc(CN2C(=NC(=O)C3CCCO3)SC3CS(=O)(=O)CC32)cc1OC (centres undefined) | . | 101 | 4.3 | 1 | 103 | -5 | -29 | 4 | 16
C=CCNC(=S)N/N=C(\C)c1cccnc1 | -2 | 100 | -1.3 | -1 | 100 | -1 | -6 | 2 | 6
NC(=O)c1nn(-c2ccccc2)nc1NC(=O)CN1CCCCC1 | 15 | 101 | -0.6 | -8 | 102 | -40 | -5 | 0 | 7
CN(C)c1cc[n+](CC(=O)Nc2ccc(Cl)cc2)cc1 | 7 | 106 | 0.5 | -11 | 99 | 1 | 9 | 3 | 0
CCOC(=O)Cn1cc(/C=N/NC(=O)CC#N)c2ccccc21 | 14 | 89 | -0.1 | -3 | 97 | -1 | -3 | -16 | 0
COc1ccccc1CNC(=O)COC(=O)c1cc(-c2ccco2)nc2ccccc12 | . | 96 | 3.0 | -5 | 105 | -15 | -28 | 1 | 34
CC(C)Nc1nc2c(c(=O)n(C)c(=O)n2C)n1C | 11 | 105 | 0.5 | -4 | 105 | 1 | -4 | 4 | 2

High-throughput results: PubChem BioAssay, several laboratories

The list is partial; the hit share may differ from the screen's.
